# AID2073: inhibitors of Mint1-CaV2.2 protein interaction, biochemical, HTRF (AID 2073). HTRF protein-protein interaction, Mint1-CaV2.2; higher % means a stronger effect. inhibition, % at 20 µM, or IC50 in µM where a hit was titrated. 0.19% of 290,000 active; in the data active = inhibition mostly above about 51%, no sharp cut-off; note: some results filed as inactive read as strong as hits
# Siah-1 displacement: Siah-1 peptide-binding antagonists, primary screen, biochemical, fluorescence polarization, rhodamine-plectin, uHTS (AID 1817). Siah-1 / rhodamine-plectin peptide fluorescence polarization; higher % means a stronger effect. 0.02% of 290,000 active. one-dose displacement, % at 20 µM; IC50 in µM for titrated hits;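 active = displacement of at least 50% at 20 µM, with a fluorescence ratio check between 0.3 and a set limit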;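 note: plate controls were Siah plus tracer with DMSO for no effect and tracer alone without Siah for full effect; strong numbers were not always called active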
# NTR1 agonist: agonists of NTR1, primary screen, imaging, U2OS cells, beta-arrestin-GFP, high content (AID 493036); P30989; NTR1-U2OS beta-arrestin-GFP spot imaging, agonist mode; activation, % at 20 µM; 0.17% of 330,000 active;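 active = activation at or above 40% of the spot to cytoplasm intensity ratio, with at least 20 cells analyzed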;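 note: 0% = DMSO without peptide and 100% = 100 nM NTR1 peptide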
# Target sequence (P30989 whole entry, looked up): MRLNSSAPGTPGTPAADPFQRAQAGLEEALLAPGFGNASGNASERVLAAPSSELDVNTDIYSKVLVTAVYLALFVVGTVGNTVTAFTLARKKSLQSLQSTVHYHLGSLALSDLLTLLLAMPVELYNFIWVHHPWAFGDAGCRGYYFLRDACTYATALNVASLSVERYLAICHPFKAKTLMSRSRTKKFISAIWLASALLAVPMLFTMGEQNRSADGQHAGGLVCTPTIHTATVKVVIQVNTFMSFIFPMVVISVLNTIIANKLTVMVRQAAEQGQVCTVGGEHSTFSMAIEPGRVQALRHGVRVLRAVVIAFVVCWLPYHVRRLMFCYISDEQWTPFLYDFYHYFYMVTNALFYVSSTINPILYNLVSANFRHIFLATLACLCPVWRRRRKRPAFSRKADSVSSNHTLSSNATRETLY
# NS5 inhibitors: Dengue-2 NS5 methyltransferase inhibitors, primary screen, biochemical, confirmation dose response (AID 588689). Dengue-2 NS5 methyltransferase capping enzyme assay, biochemical; higher % means a stronger effect. one-dose inhibition, % at 25 µM; IC50 in µM for titrated hits. 0.3% of 340,000 active; in the data active = a potency from the dose series
# GPR55 LPI antagonism: GPR55 antagonists blocking LPI-driven arrestin recruitment, primary screen, imaging, U2OS, beta-arrestin-GFP, LPI agonist (AID 2013). U2OS GPR55 beta-arrestin-GFP translocation imaging, LPI antagonism; higher % means a stronger effect. one-dose inhibition, % at 10 µM; IC50 in µM for titrated hits. 0.13% of 290,000 active;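 active = spots per cell inhibited over 60%, with over 100 cells counted and total cytoplasm intensity under 500,000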;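 note: U2OS cells stably carrying GPR55 and arrestin-GFP stimulated by 5 µM LPI near EC80; imaged beta-arrestin-GFP aggregate spots per cell after agonist stimulation; plate controls were LPI-stimulated DMSO wells for no effect and DMSO wells without LPI for full effect; some results filed as inactive read as strong as hits; confirmed hits need IC50 under 10 µM and bright autofluorescent wells are also inconclusive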
# UTI89 phage lysis: inhibition of K1F phage lysis, E. coli UTI89, bacterial capsule biogenesis inhibitors, alamar blue (AID 488966). E. coli UTI89 K1F phage lysis, alamar blue, 2 h; higher % means a stronger effect. one-dose inhibition, % at 100 µM; IC50 in µM for titrated hits. 0.02% of 340,000 active;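 active = phage lysis inhibition, versus mean bacterial control, above a set limit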;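 note: capsule biogenesis inhibitors block K1F phage lysis so surviving cells raise fluorescence; higher fluorescence means more inhibition of phage lysis; actives were called in the ten point dose series up to 300 µM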
# GPR55 beta-arrestin: selective activators of receptor GPR55 – imaging, U2OS cells, beta-arrestin-GFP redistribution, primary screen (AID 1961); one-dose activation, % at 10 µM; EC50 in µM for titrated hits; U2OS GPR55 beta-arrestin-GFP redistribution imaging; higher % means a stronger effect; 0.048% of 290,000 active;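 active = activation above 40% with more than 50 cells counted in the well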;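 note: U2OS osteosarcoma cells stably expressing GPR55 and beta-arrestin-GFP; plate controls were DMSO negative control for no effect and LPI positive control for full effect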
# GPR35 antagonists: inhibition of zaprinast-stimulated GPR35 beta-arrestin translocation – imaging, U2OS, beta-arrestin-GFP, zaprinast agonist, primary screen (AID 2058). one-dose inhibition, % at 10 µM; IC50 in µM for titrated hits. 0.052% of 290,000 active. U2OS GPR35 beta-arrestin-GFP translocation imaging, zaprinast antagonism; higher % means a stronger effect;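 active = inhibition of at least 50% with at least 30 cells and total cytoplasm GFP at most 10,000,000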
# HIV peptide binding: inhibitors of HIV fusion peptide binding, primary screen, biochemical, uHTS, fluorescence dequenching (AID 1986) | 0.3% of 290,000 active | cell-free peptide binding, fluorescence dequenching, 30 min; higher % means a stronger effect | inhibition, % at 20 µM; hits with a dose series show IC50 in µM; in the data active = inhibition mostly above about 52%, no sharp cut-off; inactive = mostly below about 76%; note: some results filed as inactive read as strong as hits
# NTR1 agonist cell count 20 µM: second read-out of NTR1 agonist, no call of its own (marks repeat the call); cell count; measured here: cell count, cytotoxicity flag
# NS5 inhibitors pilot replicate: recorded beside NS5 inhibitors, whose call it bears; inhibition, %; measured here: pilot screen replicate inhibition
# * marks the source's active call; other numbers are inactive results; · = not tested or not shown; [ ] = dose if it differs, or a comment. An unsorted share of the library. Share with any hit: about 1.2%.
SMILES,AID2073,Siah-1 displacement,NTR1 agonist,NTR1 agonist cell count 20 µM,NS5 inhibitors,GPR55 LPI antagonism,UTI89 phage lysis,GPR55 beta-arrestin,GPR35 antagonists,HIV peptide binding,others
COc1ccc(-c2csc(NC(=O)Cc3cccc4ccccc34)c2C(=O)O)cc1,10%,1%,·,·,20%,5%,0.1%,0.0%,-8%,20%,
CN(c1ccccc1)c1nc2ccsc2c(=O)s1,2%,-1%,3.6,97,-6%,-6%,1.1%,0.2%,3%,-1.2%,
O=C(N/N=C/c1cc(Cl)ccc1O)c1ccccc1Br,20%,11%,2.2,72,-1%,3%,0.2%,0.4%,1%,0.7%,
N#CCCN(C(=O)COc1ccc(C#N)cc1)c1ccc(F)cc1,-2%,-4%,2.3,61,-6%,1%,0.0%,-0.3%,-6%,-0.5%,
CC(=O)Oc1ccc2c(c1)C(=O)c1ccccc1CO2,0%,-3%,-0.7,62,2%,-9%,-0.7%,-0.1%,9%,-2.6%,
CCc1ccc(NS(=O)(=O)c2ccc3[nH]cc(C(=O)N(C)Cc4ccco4)c(=O)c3c2)cc1,6%,-4%,1.1,50,1%,4%,0.1%,0.2%,-2%,7.8%,
COCCn1nnnc1C(c1ccccc1OC)N1CCN(C(=O)c2ccco2)CC1 (configuration not stated),0%,-4%,-0.2,53,9%,0%,-0.1%,-0.2%,-6%,0.4%,
COCCNC(=O)/C(C#N)=C/c1c(N2CCCCCC2)nc2c(C)cccn2c1=O,16%,0%,-1.7,42,0%,9%,-0.1%,-0.1%,-19%,-1.5%,
CC1CCN(CC(O)COc2ccc(F)cc2)CC1 (configuration not stated),-4%,0%,-1.1,63,-2%,-13%,-4.2%,-0.2%,-2%,1.3%,
CCNc1nc(SCC(=O)OC)nc(N(C)C)n1,-10%,-4%,0.4,66,0%,-24%,0.2%,0.3%,-8%,-1.9%,
CN(C)S(=O)(=O)n1cc(/C=C(\NC(=O)c2ccccc2)C(=O)N2CCOCC2)c2ccccc21,-1%,1%,1.6,68,-12%,1%,0.3%,0.3%,-7%,1.2%,
O=C(CN1C(=O)C2CCCCC2C1=O)OCC(=O)c1ccc(Cl)s1 (configuration not stated),-8%,4%,0.6,72,-7%,-14%,0.1%,0.0%,-3%,-0.3%,
COC(=O)c1ccc(NC(=O)C(C)N2C(=O)c3ccccc3C2=O)cc1 (configuration not stated),0%,-2%,1.1,85,-10%,10%,-0.2%,0.2%,-5%,0.8%,
O=C(O)c1cc(S(=O)(=O)N2CCOCC2)ccc1N1CCCCC1,1%,6%,0.7,49,1%,6%,-4.3%,0.0%,-11%,-1.3%,
CCN1CCc2c(sc(NC(=O)c3ccc(S(=O)(=O)N4CCOCC4)cc3)c2C(N)=O)C1,-10%,4%,-0.2,74,-4%,-4%,-0.7%,-0.1%,11%,-0.5%,
Cc1cc(Cl)c2oc(C(=O)NCCN3CCCCC3CO)c(C)c2c1 (configuration not stated),2%,4%,1.2,49,-7%,15%,0.0%,0.3%,9%,2.8%,
CCCCN(C)CCC(=O)Nc1ccc(C)cc1,3%,-8%,-0.3,49,-9%,-7%,-3.8%,-0.1%,-25%,0.1%,
COc1ccc(/C=C/C(=O)NCc2cccnc2)cc1,1%,2%,0.0,63,-12%,3%,-0.5%,0.4%,-7%,-0.2%,
O=C(CCN1C(=O)C2C3CC(C(Br)C3Br)C2C1=O)OCC(=O)c1cccc([N+](=O)[O-])c1 (configuration not stated),36%,-2%,-1.1,12,0%,5%,-0.1%,0.3%,-12%,-1.8%,
COC(=O)c1ccc(NC(=S)N2CCN(CCO)CC2)cc1,-10%,-1%,-1.5,67,-5%,-8%,0.1%,-0.2%,-9%,-0.7%,
CCOc1ccc(-c2nc(C)c(C(C)=O)n2O)cc1,9%,2%,1.3,70,-1%,-5%,1.1%,-0.2%,4%,-0.7%,
Cc1c(OCC(=O)NCCCN2CCOCC2)ccc2c3c(c(=O)oc12)CCCC3,6%,5%,-0.8,60,-1%,10%,-0.5%,-0.2%,2%,1.0%,
COc1ccc(NC(=O)CSc2cc(C)nc3c(-c4ccccc4)cnn23)cc1,3%,-2%,4.2,56,1%,-9%,-0.5%,0.0%,-5%,0.5%,
Cc1cc(C(C)(C)C)ccc1OCCN(C)C,-4%,2%,-2.2,48,-2%,6%,-0.7%,-0.3%,7%,2.1%,
O=C(N/N=C/c1ccccc1O)C1CCCC1,11%,2%,1.9,43,5%,16%,0.1%,-0.1%,-2%,1.9%,

# The list goes on.
SMILES,AID2073,Siah-1 displacement,NTR1 agonist,NTR1 agonist cell count 20 µM,NS5 inhibitors,GPR55 LPI antagonism,UTI89 phage lysis,GPR55 beta-arrestin,GPR35 antagonists,HIV peptide binding,others
Cc1ccc(S(=O)(=O)N2CCCCC2)cc1NC(=O)COC(=O)c1ccc(O)cc1,-1%,1%,-0.9,39,-5%,9%,-0.9%,0.1%,14%,0.2%,
CN(C(=S)NCCN1CCOCC1)C(c1ccccc1)c1ccccc1,-14%,-4%,2.2,45,-2%,9%,0.3%,-0.4%,3%,0.4%,
CC1CCCCN1CCCNC(=O)c1cc(Br)c(Br)[nH]1 (configuration not stated),-3%,6%,1.0,71,-6%,-5%,0.4%,0.1%,10%,2.1%,
Cc1c(-n2c(SCC(=O)NC(C)C(C)C)nc3ccccc3c2=O)c(=O)n(-c2ccccc2)n1C (configuration not stated),0%,9%,0.3,96,-8%,-8%,0.1%,-0.3%,-7%,-1.4%,
Cc1ccc(/C=C2/SC(=S)N(CCC(=O)N3CCN(c4ccccc4)CC3)C2=O)cc1,7%,-6%,·,·,·,-12%,·,1.3%,-11%,-2.4%,
O=C(NC1CCSC1=O)c1ccc(Oc2cccc(C(F)(F)F)c2)nc1 (configuration not stated),-2%,2%,1.2,49,2%,14%,0.9%,0.1%,-6%,-1.5%,
Fc1ccc(Nc2nc(-c3cccnc3)cs2)cc1,-2%,6%,7.9,62,5%,-12%,0.0%,-0.2%,-2%,0.3%,
COc1c2ccoc2nc2c(OC)c(O)ccc12,8%,2%,0.6,75,-2%,18%,-0.8%,1.4%,11%,-1.3%,
Cc1cc(=O)[nH]c(SCC(=O)N2CCCCC2)n1,-3%,3%,-0.6,72,0%,-6%,0.1%,-0.1%,-2%,-0.9%,
CCOC(=O)Cn1c(Br)nc2c1c(=O)[nH]c(=O)n2C,19%,0%,1.0,58,0%,1%,5.0%,-0.1%,-2%,1.3%,
O=c1[nH]c(C2CCN(S(=O)(=O)c3ccccc3F)CC2)nc2c1nnn2Cc1ccc2c(c1)OCCO2,-3%,10%,3.9,64,-7%,12%,0.3%,0.2%,-2%,2.5%,
COc1ccc(CCn2c(N)c(C(=O)NCc3ccco3)c3nc4ccccc4nc32)cc1OC,12%,-1%,1.6,63,7%,8%,7.5%,-0.1%,-14%,-1.1%,
Cc1nn(Cc2ccccc2)c(Cl)c1/C=C/C(=O)OCC(=O)N(C)C1CCS(=O)(=O)C1 (configuration not stated),-4%,11%,0.1,45,1%,-4%,1.2%,0.1%,4%,-0.6%,
COc1ccc(Br)cc1C(=O)Nc1ccc(O)cc1,-10%,2%,4.4,62,-1%,-3%,-1.6%,-0.1%,-4%,-0.6%,
CN(C)CC[n+]1ccc(C(=O)c2ccccc2)cc1,2%,1%,0.5,64,-1%,-18%,1.8%,-0.2%,0%,0.4%,
COc1ccc(C(=O)N2CCC(NC(=O)C(Cc3ccccc3OC)NC(C)=O)CC2)cc1 (configuration not stated),-5%,4%,-1.7,62,1%,-14%,0.0%,0.2%,7%,-0.2%,
Cc1ccc(N2CC(C(=O)N3CCN(Cc4ccc5c(c4)OCO5)CC3)CC2=O)cc1 (configuration not stated),-6%,-2%,-0.8,53,-4%,-11%,-0.9%,-0.2%,-4%,-1.5%,
Cc1coc2c1c(C)cc1oc(=O)c(CC(=O)NCCC(=O)O)c(C)c12,41%,2%,-0.3,92,-5%,2%,-0.5%[50 µM],-0.2%,10%,3.5%,
CCC(C)NS(=O)(=O)c1cccs1 (configuration not stated),22%,2%,2.2,52,2%,-2%,0.8%,0.5%,11%,-1.4%,
Cc1csc(SCC(=O)Nc2c(C)n(C)n(-c3ccccc3)c2=O)n1,-5%,-4%,-0.9,43,-6%,4%,0.2%,-0.1%,16%,-0.5%,
OCC1(c2cc(C(F)(F)F)n[nH]2)CCCCC1,3%,-3%,-1.0,57,-11%,-2%,7.9%,-0.1%,-22%,-2.3%,
Cc1ccc(S(=O)(=O)N=S(CCO)CCO)cc1,-2%,-2%,0.9,48,0%,2%,2.4%,0.0%,-1%,-2.9%,
COc1ccc(C(=O)/C=C/C(=O)N(Cc2ccc3c(c2)OCO3)C(C(=O)NC2CCCCC2)c2ccncc2)c(O)c1 (configuration not stated),12%,3%,4.4,62,0%,-1%,2.8%[50 µM],0.4%,0%,-0.8%,
COc1cc(NC(=O)c2ccccc2)c(OC)cc1NC(=O)CN1CCCCC1,-1%,25%,1.5,66,-1%,5%,1.0%,-0.3%,-4%,0.7%,
Cc1ccc(NC(=O)c2cc(=O)n(Cc3ccccc3)c(=O)[nH]2)cc1C,0%,22%,-0.2,53,-3%,5%,0.4%,-0.4%,4%,1.9%,
Nc1ccc(C(=O)N/N=C\c2ccc(OC(=O)c3ccccc3Cl)cc2)cc1,23%,1%,-0.7,47,-1%,13%,-0.1%,-0.2%,8%,0.5%,NS5 inhibitors pilot replicate=-3.7
Cc1cc(C)nc(Oc2ccc(Br)cc2Br)n1,8%,5%,0.0,97,-3%,5%,-0.5%,0.3%,8%,1.4%,
Cc1c(Cl)cccc1NC(=O)Nc1cc(C(C)(C)C)nn1C,-1%,-2%,1.8,53,-7%,11%,0.2%,-0.2%,-4%,0.0%,
Cc1cc(C)nc(NS(=O)(=O)c2ccc(N3C(=O)C4CCCCC4C3=O)cc2)n1 (configuration not stated),-5%,3%,0.5,38,1%,0%,0.5%,0.4%,2%,-0.4%,

# 4 compounds drawn at random from the list so far:
SMILES,AID2073,Siah-1 displacement,NTR1 agonist,NTR1 agonist cell count 20 µM,NS5 inhibitors,GPR55 LPI antagonism,UTI89 phage lysis,GPR55 beta-arrestin,GPR35 antagonists,HIV peptide binding,others
CC1CCN(CC(O)COc2ccc(F)cc2)CC1 (configuration not stated),-4%,0%,-1.1,63,-2%,-13%,-4.2%,-0.2%,-2%,1.3%,
Cc1cc(C(C)(C)C)ccc1OCCN(C)C,-4%,2%,-2.2,48,-2%,6%,-0.7%,-0.3%,7%,2.1%,
Cc1csc(SCC(=O)Nc2c(C)n(C)n(-c3ccccc3)c2=O)n1,-5%,-4%,-0.9,43,-6%,4%,0.2%,-0.1%,16%,-0.5%,
CCC(C)NS(=O)(=O)c1cccs1 (configuration not stated),22%,2%,2.2,52,2%,-2%,0.8%,0.5%,11%,-1.4%,
